Growth percent in the NCI-60 one-dose screen (48 h, 10 µM unless noted): 100 = growth as untreated, 0 = no growth, -100 = all killed.
NCI-H23 – NCI-H23 lung cancer; 80,000 compounds, 4% hits
HT29 – HT29 colon cancer | AID 1794748 | 81,000 compounds, 7.4% hits
RXF 393 – RXF 393 renal cancer cells. 77,000 compounds, 6.9% hits
COLO 205 – COLO 205 colon cancer; 79,000 compounds, 7.3% hits; AID 1794742
A498 – A498 renal cancer cells. 76,000 compounds, 5.4% hits. AID 1794774
NCI-H226 – NCI-H226 lung cancer. 79,000 compounds, 3.5% hits. AID 1794732
NCI-H460 – NCI-H460 lung cancer; 82,000 compounds, 6.8% hits; AID 1794736
NCI-H522 – NCI-H522 lung cancer; 78,000 compounds, 8% hits
NCI-H322M – NCI-H322M lung cancer | AID 1794733 | 80,000 compounds, 2.7% hits
* marks the source's active call; other numbers are inactive results; / = not tested or not shown; & = joins results of further samples. The calls were made as follows: active = growth percent below 10; inactive = the rest. These rows are one share of the data; the hit share may differ from the screen's.

The first 2 records (preview)
The line under a structure holds: NCI-H23	HT29	RXF 393	COLO 205	A498	NCI-H226	NCI-H460	NCI-H522	NCI-H322M
> ClC(Cl)c1nc2ccccc2[nH]1
    94	95	115	110	105	92	109	89	108
> O=[N+]([O-])c1cc(Cl)c(Cl)cc1Cl
    107&105	111&124	111&142	106&117	104	108&114	108&110	110&134	123&116

The listing (from the top)
The line under a structure holds: NCI-H23	HT29	RXF 393	COLO 205	A498	NCI-H226	NCI-H460	NCI-H522	NCI-H322M
> ClC(Cl)c1nc2ccccc2[nH]1
    94	95	115	110	105	92	109	89	108
> O=[N+]([O-])c1cc(Cl)c(Cl)cc1Cl
    107&105	111&124	111&142	106&117	104	108&114	108&110	110&134	123&116
> COc1ccc(Nc2ccc([N+](=O)[O-])cc2[N+](=O)[O-])cc1CN(CCCl)CCCl
    18	13	-1.1*	38	18	40	7.1*	21	46
> C=C1C/C(=C/C)C(=O)O[C@@H]2CCN3CC=C(COC(=O)[C@]1(C)O)[C@H]23
    88	96	102	113	89	109	113	86	132
> CCOC(=O)Nc1cc(Cl)c([N+](=O)[O-])c(NC(=O)OCC)n1
    88	83	99	115	93	100	109	7.4*	97
> COc1cc2c(cc1OC)CNCC2
    94	97	101	99	116	92	101	64	98
> Cn1cc(C=O)c2nccnc21
    95	93	112	109	/	120	104	78	123
> CC[S][Hg][Cl]
    102	/	124	124	115	113	110	-47*	101
> CC(C)c1ccc(C(Cc2ccccc2)NCCO)cc1 (stereo not given)
    90	62	96	76	90	98	104	48	89
> COC1OC(CO)C(O)C(O)[CH]1[Hg][O]C(C)=O (stereo not given)
    94	80	110	98	106	100	95	-43*	92
> C[N+]1([O-])C2CCC1CC(O)C2 (stereo not given)
    103	105	113	119	130	98	116	98	72
> CCOc1ccccc1C(=O)OCC(Cl)(Cl)Cl
    102	96	109	102	89	101	107	105	102
> CCCNC(=O)C(C)(C)CC(=O)N[C@H]1N=C(c2ccccc2)c2ccccc2N(C)C1=O
    108	109	119	117	103	111	112	95	101
> CCOc1cccc(-c2nc3c(s2)C2=CC[C@@H]4[C@H](CC[C@]5(C)C(=O)CC[C@@H]45)[C@@]2(C)CC3)c1
    100	99	107	106	87	92	102	95	109
> CC1=C(C(=O)Nc2ccccc2)SCCO1
    103	99	112	/	/	/	111	91	110
> ClCCN(CCCl)c1ccc(/C=N/Nc2ncnc3nc[nH]c23)cc1
    69	77	/	91	98	79	39	61	98
> CCCCCCCCCC(=O)N1CCOCC1
    100	106	107	120	/	93	102	107	116
> CCOP(=S)(OCC)Oc1ccc2c(C)c(Cl)c(=O)oc2c1
    91&86	76&98	89&99	105	72&65	110&98	102&101	71	127
> CC12CCC3C(C/C(=N\O)C4=CC(=O)CCC43C)C1CCC2=O (stereo not given)
    106	100	121	109	73	119	116	95	/
> COC(=O)C1(C(=O)OC)N=C(C)OO1
    104	107	108	111	109	99	106	93	118
> c1c(N2CC2)cc(N2CC2)cc1N1CC1
    107	115	/	102	105	105	106	101	90
> O=C(CCCc1ccc(N(CCCl)CCCl)cc1)NCc1ccccc1
    51	57	68	54	60	76	21	73	/
> COC1=C[C@@H]2[C@@H]3Cc4ccc(OC)c(O)c4[C@]2(CCN3C)CC1=O
    104	101	115	110	116	92	111	105	88
> O=C(/C=C/c1ccc(Cl)cc1Cl)c1nc2ccccc2n1Cc1ccc(F)cc1
    48	7.3*	32	84	95	39	44	76	70
> O=C(O)C(Cl)Cl
    92	94	/	137	87	99	102	85	94
> O=C(O)CNCP(=O)(O)O
    107	99	121	119	117	103	119	98	106
> Cc1cc(Cl)cc(Cl)c1O
    99	97	83	104	106	103	103	89	93
> COC1CC2c3ccccc3C1C(C)=[N+]2C (stereo not given)
    89	97	98	120	81	91	106	80	100
> O=P(Oc1ccccc1)(N1CCOCC1)N1CCOCC1
    105	107	133	103	127	113	115	109	123
> Cc1ccc(N)cc1[As]=[As]c1cc(N)ccc1C (stereo not given)
    -56*	-85*	/	-69*	-26*	-93*	60	-88*	50
> Cc1cc([N+](=O)[O-])ccc1O
    99	106	120	110	93	102	108	79	100
> ClC1=C(Cl)C(Cl)(C2(Cl)C(Cl)=C(Cl)C(Cl)=C2Cl)C(Cl)=C1Cl
    -14*	-64*	-83*	-69*	67	-81*	68	-68*	98
> COc1cc(C=C(C#N)C#N)ccc1O
    107	99	94	104	111	93	109	95	113
> CN(C)C(=O)Oc1cccc(Cl)c1
    99	95	118	104	111	95	99	112	79
> O=C1NC(=O)C(=Cc2ccco2)C(=O)N1
    96&108	113&103	121&126	103&107	96	97&104	103&113	102&96	103&138
> NC(=O)CN1CCCC1=O
    112	114	/	111	109	105	118	102	108
> Brc1ccc2c(c1)c(-c1nc(-c3c[nH]c4ncccc34)cs1)cn2CCN1CCCCC1
    89	27	60	38	96	80	67	69	66
> NC(=O)c1cc([N+](=O)[O-])cc([N+](=O)[O-])c1
    96	108	110	109	100	99	103	93	103
> O=C(O)CP(=S)(S)c1ccccc1 (stereo not given)
    101	104	105	96	89	97	104	94	108
> CNC(=O)Oc1c(C)ccc2ccccc12
    92	95	108	104	116	103	100	88	109
> Cn1cc(-c2csc(-c3cn(CCCCN4CCCCC4)c4ccccc34)n2)c2cccnc21
    43	-86*	-84*	-74*	81	68	-45*	48	88
> C=CCOP(OCC=C)OCC=C
    112	101	111	105	106	98	105	/	109
> C1=C(c2ccccc2)CCNC1
    101	113	114	107	106	102	117	125	117
> CC1C=CCP1(C)=O (stereo not given)
    99	101	98	115	93	94	107	98	107
> COc1cc(C2CC(=O)Nc3nc(N)[se]c32)cc(OC)c1OC (stereo not given)
    102	89	116	107	83	103	25	107	/
> CC(Cl)CNC1CCCCC1 (stereo not given)
    108	104	110	98	/	95	111	98	101
> Cc1ccccc1N
    96	95	105	/	78	94	113	92	96
> CC(=O)O[C@H](C[C@H](C(C)C)N(C)C(=O)[C@@H](NC(=O)[C@H]1CCCCN1C)C(C)C)c1cccc(C(=O)N[C@@H](Cc2ccccc2)C[C@H](C)C(=O)O)n1
    33	2.7*	34	-64*	-13*	62	4.3*	-13*	41
> O=S1c2ccccc2-c2ccccc21
    105	101	104	103	95	/	112	86	98
> O=C(Cc1ccccc1)OCC(Br)CBr (stereo not given)
    96	81	105	98	117	110	113	70	102
> CCC[CH2][Sn]1([CH2]CCC)[O]C(=O)c2cccc([N+](=O)[O-])c2C(=O)[O]1
    /	-75*	-95*	-97*	-94*	-83*	-5.6*	-95*	/
> CCCCNCCc1ccccn1
    100	102	113	117	96	110	107	87	113
> CC(C)CCC[C@@H](C)[C@H]1CC[C@H]2[C@@H]3C/C(=N\OC(=O)Cc4ccc(N(CCCl)CCCl)cc4)C4=CC(=O)CC[C@]4(C)[C@H]3CC[C@]12C
    92	85	100	96	100	/	74	80	81
> CC(C)[C@H](NC(=O)c1cn(Cc2ccccc2)c2ccccc12)C(N)=O
    97	103	119	118	104	100	108	91	96
> CC(C)(N)Cc1ccccc1
    113	97	/	116	111	107	111	91	105
> CCCCC1(CCO)C(=O)NC(=S)NC1=O
    103	106	118	107	98	113	110	/	111
> COc1ccc2c(c1)C13CCN(C)C(C2)C1CCC1(C3)OCCO1 (stereo not given)
    96	102	102	114	/	105	110	102	/
> CC1CC(NCC(O)CO)CC(C)(C)C1 (stereo not given)
    104	115	124	113	95	110	109	109	133
> CN(C)C1C=CCCC1 (stereo not given)
    103	108	104	126	115	102	112	107	111
> Cc1cccc2c(C)cccc12
    102	100	133	111	120	122	123	89	120

23 of the compounds above, as tab-separated lines.
compound	NCI-H23	HT29	RXF 393	COLO 205	A498	NCI-H226	NCI-H460	NCI-H522	NCI-H322M
NC(=O)c1cc([N+](=O)[O-])cc([N+](=O)[O-])c1	96	108	110	109	100	99	103	93	103
O=C(O)CP(=S)(S)c1ccccc1 (stereo not given)	101	104	105	96	89	97	104	94	108
CNC(=O)Oc1c(C)ccc2ccccc12	92	95	108	104	116	103	100	88	109
Cn1cc(-c2csc(-c3cn(CCCCN4CCCCC4)c4ccccc34)n2)c2cccnc21	43	-86*	-84*	-74*	81	68	-45*	48	88
C=CCOP(OCC=C)OCC=C	112	101	111	105	106	98	105	/	109
C1=C(c2ccccc2)CCNC1	101	113	114	107	106	102	117	125	117
CC1C=CCP1(C)=O (stereo not given)	99	101	98	115	93	94	107	98	107
COc1cc(C2CC(=O)Nc3nc(N)[se]c32)cc(OC)c1OC (stereo not given)	102	89	116	107	83	103	25	107	/
CC(Cl)CNC1CCCCC1 (stereo not given)	108	104	110	98	/	95	111	98	101
Cc1ccccc1N	96	95	105	/	78	94	113	92	96
CC(=O)O[C@H](C[C@H](C(C)C)N(C)C(=O)[C@@H](NC(=O)[C@H]1CCCCN1C)C(C)C)c1cccc(C(=O)N[C@@H](Cc2ccccc2)C[C@H](C)C(=O)O)n1	33	2.7*	34	-64*	-13*	62	4.3*	-13*	41
O=S1c2ccccc2-c2ccccc21	105	101	104	103	95	/	112	86	98
O=C(Cc1ccccc1)OCC(Br)CBr (stereo not given)	96	81	105	98	117	110	113	70	102
CCC[CH2][Sn]1([CH2]CCC)[O]C(=O)c2cccc([N+](=O)[O-])c2C(=O)[O]1	/	-75*	-95*	-97*	-94*	-83*	-5.6*	-95*	/
CCCCNCCc1ccccn1	100	102	113	117	96	110	107	87	113
CC(C)CCC[C@@H](C)[C@H]1CC[C@H]2[C@@H]3C/C(=N\OC(=O)Cc4ccc(N(CCCl)CCCl)cc4)C4=CC(=O)CC[C@]4(C)[C@H]3CC[C@]12C	92	85	100	96	100	/	74	80	81
CC(C)[C@H](NC(=O)c1cn(Cc2ccccc2)c2ccccc12)C(N)=O	97	103	119	118	104	100	108	91	96
CC(C)(N)Cc1ccccc1	113	97	/	116	111	107	111	91	105
CCCCC1(CCO)C(=O)NC(=S)NC1=O	103	106	118	107	98	113	110	/	111
COc1ccc2c(c1)C13CCN(C)C(C2)C1CCC1(C3)OCCO1 (stereo not given)	96	102	102	114	/	105	110	102	/
CC1CC(NCC(O)CO)CC(C)(C)C1 (stereo not given)	104	115	124	113	95	110	109	109	133
CN(C)C1C=CCCC1 (stereo not given)	103	108	104	126	115	102	112	107	111
Cc1cccc2c(C)cccc12	102	100	133	111	120	122	123	89	120

Carrying on.
The line under a structure holds: NCI-H23	HT29	RXF 393	COLO 205	A498	NCI-H226	NCI-H460	NCI-H522	NCI-H322M
> COC(=O)C1=C(C(=O)OC)C2c3ccccc3C1c1ccccc12
    /	103	99	107	76	95	101	/	/
> COP(=O)(CCl)OC
    108	102	120	123	107	109	108	/	105
> C[C@H]1[C@H](OC(=O)CCC(=O)Nc2cnccn2)O[C@@H]2OC3(C)CC[C@H]4[C@H](C)CC[C@@H]1[C@@]24OO3
    26	27	49	12	101	75	30	-14*	77
> CC12CCC3C4CCC(=O)C(O)=C4CCC3C1CCC2OC(=O)CCC1CCCC1 (stereo not given)
    97	94	105	104	110	90	101	77	98
> BrCC(Br)CBr
    98	103	120	103	121	101	105	102	126
> CC(C)[C@H](NC(=O)c1cn(Cc2ccccc2F)c2ccccc12)C(N)=O
    95	90	116	102	90	94	104	87	96
> CC1(C)N=C(N)N=C(N)N1c1ccc(CCc2ccc(Cl)cc2S(=O)(=O)F)c(Cl)c1
    73	35	78	64	90	92	28	41	78
> O=C1N[C@@H]2[C@@H](O)[C@@H](O)[C@H](O)C[C@H]2c2cc3c(c(O)c21)OCO3
    -15*	-15*	-37*	-38*	-53*	-38*	-15*	-33*	-15*
> C#CC[Se]C(=O)c1ccc(C(=O)[Se]CC#C)s1
    /	64	101	86	101	76	41	100	14
> CN1CCc2cc3c(cc2C1)OCO3
    109&100&97	98&109&101	94&111&111	112&107&109	115&103&91	97&110&101	108&110&106	93&89	97&102&107
> Oc1ccc(O)c2c1C1(Cl)C(Cl)=C(Cl)C2(Cl)C1(Cl)Cl
    59	66	30	72	35	59	55	/	33
> CO/N=C1\CC[C@]2(C)[C@H]3CC[C@]4(C)C(=O)CC[C@H]4[C@@H]3C[C@@H]3SC(N)=N[C@@]32C1
    99	93	104	111	99	107	99	95	105
> Cc1ccc(-n2c(=S)[nH]c3ccc(C)cc3c2=O)cc1
    99&98	106&105	94&95	107&111	93&87	/	105&104	91&92	93&118
> C=CCC1(Cc2ccsc2)C(=O)NC(=O)NC1=O
    108	112	117	107	102	105	115	121	123
> Cc1ccccc1OP(=S)(Oc1ccccc1C)Oc1ccccc1C
    97	68	120	111	96	110	109	72	102
> [O-][n+]1onc2ccccc21
    103	120	105	105	112	100	110	112	125
> O=[N+]([O-])c1cc([N+](=O)[O-])c(F)cc1F
    107	116	110	106	96	102	101	109	111
> Cn1cccc1-c1cccnc1
    104	85	106	100	94	89	98	89	112
> CC(C)n1cc(CCN(C)C)c2c(O)cccc21
    /	101	129	103	139	119	105	109	107
> CC(C#N)N1CCN(c2cccc(Cl)c2)CC1 (stereo not given)
    96	105	103	108	99	99	111	82	100
> CC(C)[N+](C)(CCC(C(N)=O)(c1ccccc1)c1ccccc1)C(C)C
    101&99&147	105&99&120	118	114&108&112	77&98&129	94&94&100	102&101&123	104&98&107	100&100&151
> CC(C)OP(=O)(OC(C)C)C(O)C(Cl)(Cl)Cl (stereo not given)
    109	112	108	113	118	/	111	109	111
> O=NN1CCNC1=O
    115	109	127	107	/	111	108	104	114
> COc1cc2c(cc1OCCCCn1c(-c3cccs3)nc3ccccc31)N=C[C@@H]1CCCN1C2=O
    -38*	2.3*	-60*	-73*	-54*	-35*	-4.3*	-27*	-31*
